High-throughput results (PubChem)
KKLEB tox – counter-screen for CF NF-kB inhibitors: cytotoxicity; AID 602141; KKLEB CF airway cells viability, ATPlite luminescence, overnight; stronger effect = lower value; cells stimulated with P. aeruginosa culture filtrate; activity change (cytotoxicity), % at 5 µM; 360,000 compounds, 0.36% hits;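 active means corrected activity change at or below -50% at 5 µM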
TROY signal inh – blocks TROY-dependent signaling in reporter cells; Q293 LMP1-TROYcd NF-kB luciferase reporter, 4 h; inhibition, % at 10 µM; 360,000 compounds, 0.98% hits; AID 1347056;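 active means compounds whose plate-normalised and pattern-corrected inhibition of the luciferase reporter signal at the single screening dose is 50% or more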
Peg3 promoter – reduces Peg3 promoter-driven luciferase expression in HeLa. HeLa PEG-Prom luciferase reporter, luminescence, overnight. inhibition, % at 20 µM. 360,000 compounds, 1.7% hits. AID 588405;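 active means inhibition of at least 50% at 20 µM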
NR2E3 ag-1 – agonists of human nuclear receptor NR2E3. AID 2300. 320,000 compounds, 0.12% hits. GST-NR2E3/biotin-RetCOR TR-FRET, 1536-well. inhibition of corepressor binding, % at 4.78 µM. Q9Y5X4;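 active means percent inhibition above the cutoff of mean plus 3 SD of all tested compounds, set per screening campaign, cut at about 20% in these data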;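 further: 0% = DMSO wells and 100% = biotin wells as full block of FRET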
Target sequence (Q9Y5X4 whole entry, looked up): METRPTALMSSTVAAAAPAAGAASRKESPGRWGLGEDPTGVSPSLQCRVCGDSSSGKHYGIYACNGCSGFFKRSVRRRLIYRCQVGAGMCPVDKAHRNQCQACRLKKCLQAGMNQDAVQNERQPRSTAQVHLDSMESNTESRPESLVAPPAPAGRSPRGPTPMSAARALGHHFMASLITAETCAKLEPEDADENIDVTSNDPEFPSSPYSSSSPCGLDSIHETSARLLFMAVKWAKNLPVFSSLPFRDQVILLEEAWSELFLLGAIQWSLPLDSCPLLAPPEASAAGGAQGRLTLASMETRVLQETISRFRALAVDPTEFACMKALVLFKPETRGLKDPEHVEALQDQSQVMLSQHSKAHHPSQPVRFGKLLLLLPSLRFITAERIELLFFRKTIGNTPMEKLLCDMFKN
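Material: NR2E3–RetCOR corepressor complex | Quantity: 1.35 nM GST-tagged NR2E3 final | Schedule: 5 h at 4 °C | Replication: Singlicate compound wells | Reagent: RetCOR corepressor, biotinylated, 7 nM | Controls: Biotin wells as high control, 0.6% DMSO wells as low control | Signal: TR-FRET, Eu(K)-anti-GST donor, streptavidin-D2 acceptor, ex 340, em 617/671 nm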
C8 TRAIL sens – caspase-8 TRAIL sensitization | NB7+C8 cells + TRAIL, ATPlite viability luminescence | inhibition (viability loss, TRAIL sensitization), % at 10 µM | 360,000 compounds, 1% hits | AID 624354;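 active means compounds causing at least 50% loss of cell viability in the single-dose screen, relative to plate controls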
CF NFkB block – inhibitors of cystic fibrosis induced NF-kB; KKLEB NF-kB-GFP reporter, PAF-induced, GFP fluorescence overnight; inhibition, % at 5 µM; 360,000 compounds, 0.86% hits;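 active means at least 50% inhibition at 5 µM, scaled per plate between neutral and stimulator controls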;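 further: PAF is a Pseudomonas aeruginosa culture filtrate used as stimulus; plate controls were PAF-stimulated DMSO wells for no effect and unstimulated DMSO wells for full effect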
MITF TRPM1 inh – reduces MITF-dependent TRPM1 promoter luciferase signal; SK-MEL-5 TRPM1 promoter luciferase, 24 h; inhibition, % at 12.5 µM; 330,000 compounds, 0.83% hits; AID 488899;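 active means mean inhibition across replicates of 60% or more, whatever share of single replicates reaches that level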; further: values of inactives mirror those of a sister screen read the other way
Shn3 3UTR inh – inhibitors of Schnurri-3 3'UTR reporter in osteoblasts; inhibition, % at 12.5 µM; 360,000 compounds, 0.52% hits; Clone20 osteoblast Shn3 3'UTR firefly luciferase, 24 h;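 active means mean inhibition of at least 75% with every replicate also reaching 75%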;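 further: 0% = median of neutral control wells and 100% = pilot-screen positive control compound; some compounds past the cut are filed as inactive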
TWEAK-Fn14 inh – blocks TWEAK-Fn14 interaction in a reporter cell assay | TWEAK-stimulated Fn14 reporter cells, luciferase luminescence, 8 h | inhibition, % at 10 µM | 360,000 compounds, 2% hits | AID 1159606; in the data active means inhibition above about 50%
HIF-2a block – HIF-2a inhibition; 786-0 RCC cells HIF-2a reporter, luciferase luminescence, overnight; inhibition, % at 18.8 µM; 360,000 compounds, 0.72% hits;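 active means inhibition of the luminescence signal of 40% or more relative to plate controls, in a single-dose primary screen at 18.75 µM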
NR2E3 ag-2 – agonists of human NR2E3 nuclear receptor | Q9Y5X4 | CHO-S Gal4-NCOR/VP16-NR2E3 two-hybrid, luciferase | inhibition of corepressor binding, % at 3.98 µM | 360,000 compounds, 0.35% hits | AID 602229;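 active means inhibition above the mean of all tested compounds plus 3 SD, cut at about 70% in these data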;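 further: 0% = DMSO with NR2E3 transfected cells and 100% = cells lacking NR2E3 construct; higher means lower luciferase signal from less NR2E3 corepressor binding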
An asterisk follows results filed as active.

`O=C(Nc1c(F)cc(F)cc1Br)c1cc(-c2ccc(O)cc2)on1` gave KKLEB tox -4, TROY signal inh -17, Peg3 promoter -157, NR2E3 ag-1 1, C8 TRAIL sens 18, CF NFkB block 11, Shn3 3UTR inh -32, TWEAK-Fn14 inh -11, HIF-2a block -132 and NR2E3 ag-2 -46.
`CCOc1ccc(S(=O)(=O)N/N=C(\C)Cc2ccc(OC)cc2)cc1` gave KKLEB tox 3, TROY signal inh -10, Peg3 promoter -11, NR2E3 ag-1 0, C8 TRAIL sens 2, CF NFkB block -3, MITF TRPM1 inh -1, Shn3 3UTR inh -13, TWEAK-Fn14 inh -5, HIF-2a block 8 and NR2E3 ag-2 -21.
`Cc1c(C(C)O)nnn1-c1nonc1N` (stereo not drawn) gave KKLEB tox 8, TROY signal inh 20, Peg3 promoter 4, NR2E3 ag-1 -3, C8 TRAIL sens -9, CF NFkB block 2, MITF TRPM1 inh -2, Shn3 3UTR inh -6, TWEAK-Fn14 inh 9, HIF-2a block 11 and NR2E3 ag-2 -18.
Screening CCO/C=C1/C(=O)N(C)C(=O)c2cc(OC)ccc21 returned KKLEB tox -5, TROY signal inh 9, Peg3 promoter 8, NR2E3 ag-1 3, C8 TRAIL sens -27, CF NFkB block -32, MITF TRPM1 inh 13, Shn3 3UTR inh -3, TWEAK-Fn14 inh -13, HIF-2a block 6 and NR2E3 ag-2 -39.
For COc1ccc(N(C(=O)c2ccncc2)S(=O)(=O)c2ccc(F)cc2)cc1 the results were KKLEB tox 13, TROY signal inh 35, Peg3 promoter 7, NR2E3 ag-1 0, C8 TRAIL sens -11, CF NFkB block 20, MITF TRPM1 inh -16, Shn3 3UTR inh 2, TWEAK-Fn14 inh 17, HIF-2a block 5 and NR2E3 ag-2 2.
For O=C(Nc1ccccn1)c1sc2cccc(F)c2c1Cl the results were KKLEB tox -48, TROY signal inh 13, Peg3 promoter -142, NR2E3 ag-1 -1, C8 TRAIL sens 81*, CF NFkB block -13, MITF TRPM1 inh 10, Shn3 3UTR inh 3, TWEAK-Fn14 inh 63*, HIF-2a block -129 and NR2E3 ag-2 -140.
For COC(=O)c1sccc1NC(=O)CSc1cc(Cl)ccc1Cl the results were KKLEB tox -5, TROY signal inh -17, Peg3 promoter 14, NR2E3 ag-1 0, C8 TRAIL sens -1, CF NFkB block 5, MITF TRPM1 inh -3, Shn3 3UTR inh -7, TWEAK-Fn14 inh 28, HIF-2a block 1 and NR2E3 ag-2 5.
Clc1cccc(OCCOCCN2CCNCC2)c1Cl was read as KKLEB tox -5, TROY signal inh -19, Peg3 promoter 2, NR2E3 ag-1 -1, C8 TRAIL sens -2, CF NFkB block -8, Shn3 3UTR inh -18, TWEAK-Fn14 inh -8, HIF-2a block 3 and NR2E3 ag-2 -18.
`O=C(N/N=C/c1ccc(Cl)cc1)c1n[nH]c2c1CCCC2` gave KKLEB tox 7, TROY signal inh -29, Peg3 promoter -201, NR2E3 ag-1 2, C8 TRAIL sens 32, CF NFkB block 33, MITF TRPM1 inh -27, Shn3 3UTR inh -30, TWEAK-Fn14 inh -3, HIF-2a block -251 and NR2E3 ag-2 -83.
CN(Cc1ccccc1)C(=O)CCn1c(=O)oc2ccccc21 was read as KKLEB tox 29, TROY signal inh -10, Peg3 promoter -5, NR2E3 ag-1 -1, C8 TRAIL sens 9, CF NFkB block -50, Shn3 3UTR inh -40, TWEAK-Fn14 inh 3, HIF-2a block -3 and NR2E3 ag-2 -14.
`Cc1noc(C)c1S(=O)(=O)N1CCCC(C(=O)N2CCC(C)CC2)C1` (stereo not drawn) gave KKLEB tox 8, TROY signal inh 8, Peg3 promoter 3, NR2E3 ag-1 -1, C8 TRAIL sens 1, CF NFkB block -10, MITF TRPM1 inh 5, Shn3 3UTR inh 14, TWEAK-Fn14 inh 7, HIF-2a block 19 and NR2E3 ag-2 3.
For CCN(CC)c1ccc(N2C(=NC(=O)C3CC3)SC3CS(=O)(=O)CC32)cc1 (stereo not drawn) the results were KKLEB tox 8, TROY signal inh -10, Peg3 promoter -8, NR2E3 ag-1 4, C8 TRAIL sens -14, CF NFkB block 4, MITF TRPM1 inh -8, Shn3 3UTR inh 3, TWEAK-Fn14 inh -3, HIF-2a block 12 and NR2E3 ag-2 -5.
For O=C(CN1C(=O)C(=O)c2ccccc21)OCN1C(=O)c2ccccc2C1=O the results were KKLEB tox -11, TROY signal inh 20, Peg3 promoter 2, NR2E3 ag-1 -2, C8 TRAIL sens 2, CF NFkB block 5, MITF TRPM1 inh -1, Shn3 3UTR inh -27, TWEAK-Fn14 inh -2, HIF-2a block 9 and NR2E3 ag-2 -19.
Screening Cc1sc(NC(=O)C2CC=CCC2C(=O)O)c(C(=O)OC(C)C)c1C (stereo not drawn) returned KKLEB tox -4, TROY signal inh 7, Peg3 promoter 8, NR2E3 ag-1 7, C8 TRAIL sens -14, CF NFkB block 0, MITF TRPM1 inh -3, Shn3 3UTR inh 0, TWEAK-Fn14 inh -8, HIF-2a block 19 and NR2E3 ag-2 4.
`Cc1cc(N2CCCC2=O)cc(C)c1S(N)(=O)=O` gave KKLEB tox 3, TROY signal inh 12, Peg3 promoter 20, NR2E3 ag-1 2, C8 TRAIL sens -2, CF NFkB block -5, MITF TRPM1 inh -1, Shn3 3UTR inh 7, TWEAK-Fn14 inh 14, HIF-2a block 15 and NR2E3 ag-2 8.
O=C(NCc1cccs1)C1CCCN1C(=O)Nc1cccc(Cl)c1 (stereo not drawn) was read as KKLEB tox -3, TROY signal inh 9, Peg3 promoter 12, NR2E3 ag-1 6, C8 TRAIL sens -4, CF NFkB block 4, MITF TRPM1 inh -6, Shn3 3UTR inh 8, TWEAK-Fn14 inh -8, HIF-2a block 8 and NR2E3 ag-2 18.
Screening O=C(O)CCC(=O)Nc1ccc(Br)c(Cl)c1 returned KKLEB tox 9, TROY signal inh -4, Peg3 promoter -8, NR2E3 ag-1 2, C8 TRAIL sens 3, CF NFkB block 9, MITF TRPM1 inh 1, Shn3 3UTR inh 7, TWEAK-Fn14 inh 26, HIF-2a block 19 and NR2E3 ag-2 -8.
CCN(CC(=O)Nc1c(F)cccc1F)C(=O)c1cccnc1SC was read as KKLEB tox -12, TROY signal inh 14, Peg3 promoter 2, NR2E3 ag-1 -2, C8 TRAIL sens -30, CF NFkB block 17, MITF TRPM1 inh 1, Shn3 3UTR inh -29, TWEAK-Fn14 inh -5, HIF-2a block 3 and NR2E3 ag-2 4.
For CSc1ccccc1C(=O)Nc1ccccc1C the results were KKLEB tox 13, TROY signal inh -27, Peg3 promoter -11, NR2E3 ag-1 1, C8 TRAIL sens -6, CF NFkB block -4, MITF TRPM1 inh 5, Shn3 3UTR inh -21, TWEAK-Fn14 inh -20, HIF-2a block 4 and NR2E3 ag-2 2.
`CCOc1cc(/C=C/C(=O)OCC(=O)NCCN2C(=O)CSC2=O)ccc1OCC(C)C` gave KKLEB tox 0, TROY signal inh 6, Peg3 promoter -5, NR2E3 ag-1 2, C8 TRAIL sens 9, CF NFkB block -3, MITF TRPM1 inh 0, Shn3 3UTR inh 4, TWEAK-Fn14 inh -22, HIF-2a block -26 and NR2E3 ag-2 -23.
For CC1CC(C)CN(CCCNC(=O)CN2C(=O)c3cccnc3Oc3ccccc32)C1 (stereo not drawn) the results were KKLEB tox 6, TROY signal inh 9, Peg3 promoter -11, NR2E3 ag-1 1, C8 TRAIL sens -10, CF NFkB block -23, MITF TRPM1 inh 1, Shn3 3UTR inh -3, TWEAK-Fn14 inh 3, HIF-2a block -3 and NR2E3 ag-2 13.
Screening Cc1ccc(C)c(NC(=O)Nn2cnnc2)c1 returned KKLEB tox 12, TROY signal inh 1, Peg3 promoter 15, NR2E3 ag-1 3, C8 TRAIL sens 12, CF NFkB block -8, MITF TRPM1 inh 2, Shn3 3UTR inh 9, TWEAK-Fn14 inh 8, HIF-2a block 5 and NR2E3 ag-2 0.
`O=C(NNC(=O)c1ccc(O)c(Cl)c1)c1cccc(S(=O)(=O)N2CCOCC2)c1` gave KKLEB tox -8, TROY signal inh -16, Peg3 promoter -35, NR2E3 ag-1 6, C8 TRAIL sens -21, CF NFkB block 18, MITF TRPM1 inh -7, Shn3 3UTR inh -15, TWEAK-Fn14 inh 7, HIF-2a block 3 and NR2E3 ag-2 -3.
`CNc1c(NS(=O)(=O)c2ccc(Cl)cc2)c(=O)oc2ccccc12` gave KKLEB tox 8, TROY signal inh 14, Peg3 promoter 17, NR2E3 ag-1 5, C8 TRAIL sens 3, CF NFkB block 0, MITF TRPM1 inh -3, Shn3 3UTR inh 6, TWEAK-Fn14 inh 26, HIF-2a block 6 and NR2E3 ag-2 -30.
Screening O=C1C(=Cc2cccs2)Oc2ccccc21 returned KKLEB tox 14, TROY signal inh -47, Peg3 promoter -40, C8 TRAIL sens -12, CF NFkB block -48, MITF TRPM1 inh -27, Shn3 3UTR inh -9, TWEAK-Fn14 inh -8, HIF-2a block -59 and NR2E3 ag-2 -10.
For CCOC(=O)N1CCN(C(=O)c2ccc3c(c2)NC(=O)/C(=C\c2cccc(C)c2)S3)CC1 the results were KKLEB tox 8, TROY signal inh 42, Peg3 promoter 33, NR2E3 ag-1 -4, C8 TRAIL sens 1, CF NFkB block -10, MITF TRPM1 inh -4, Shn3 3UTR inh 8, TWEAK-Fn14 inh 7, HIF-2a block -13 and NR2E3 ag-2 17.
CC(=O)OC(C(=O)NC1CCCCC1)c1ccc(Cl)cc1 (stereo not drawn) was read as KKLEB tox -7, TROY signal inh -3, Peg3 promoter 10, NR2E3 ag-1 -1, C8 TRAIL sens -6, CF NFkB block -1, MITF TRPM1 inh -1, Shn3 3UTR inh -11, TWEAK-Fn14 inh 1, HIF-2a block 11 and NR2E3 ag-2 -10.
`COc1ccccc1N1CCN(C(=O)Cn2c(=O)[nH]c3ccsc3c2=O)CC1` gave KKLEB tox 0, TROY signal inh -14, Peg3 promoter 28, NR2E3 ag-1 4, C8 TRAIL sens -6, CF NFkB block 0, MITF TRPM1 inh -6, Shn3 3UTR inh -9, TWEAK-Fn14 inh -6, HIF-2a block 17 and NR2E3 ag-2 -16.
COc1ccc(/C=N/NC(=O)c2cc(-c3cccc(C)c3)nc3ccccc23)cc1O was read as KKLEB tox 3, TROY signal inh -3, Peg3 promoter -57, NR2E3 ag-1 1, C8 TRAIL sens 28, CF NFkB block -50, MITF TRPM1 inh -14, Shn3 3UTR inh -15, TWEAK-Fn14 inh -44, HIF-2a block -78 and NR2E3 ag-2 0.

Some of the compounds tested. The share of hits here may be higher or lower than overall.
